Screens as filed in PubChem BioAssay.
D2 agonist – HTS Assay for Allosteric Agonists of the Human D2 Dopamine Receptor: Primary Screen for Agonists. AID 485358, 2010. activation, % at 2 µM. 340,000 tested, 0.53% active. HEK293 T-REx D2 cells, calcium flux agonist mode. D(2) dopamine receptor (Homo sapiens), P14416;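 active = activation over 3 SD above normal in the single-dose calcium agonist read, cut at about 30% in these data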; also: 0% is about no effect
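In this primary screen, compounds producing a positive calcium signal within 180 s of addition to tetracycline-induced, force-coupled HEK293 Trex D2 cells are flagged; cells are dye-loaded with a no-wash calcium kit beforehand.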
D2 PAM – HTS Assay for Positive Allosteric Modulators of the Human D2 Dopamine Receptor: Primary Screen for Potentiators; D(2) dopamine receptor (Homo sapiens), P14416; HEK293 T-REx D2, calcium flux, EC20 dopamine potentiation; potentiation, % at 10 µM; 340,000 tested, 0.34% active; AID 485347, 2010;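 active = potentiation over 3 SD above the plate norm, cut at about 30% in these data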; also: 0% is about no effect
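Using a no-wash calcium dye in inducible, force-coupled HEK293 Trex cells expressing D2, we tracked fluorescence each second for 180 s after compound, then for 180 s after EC20 dopamine to detect augmented signalling.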
D1 antagonist – Antagonist of Human D 1 Dopamine Receptor: qHTS | HEK293 TREx D1 cells, calcium flux, dopamine EC80; active compounds read low | D(1A) dopamine receptor (Homo sapiens), P21728 | AID 504652, 2011 | 360,000 tested, 3.2% active | activity change, negative = inhibition, % at 10 µM; in the data active = activity change below about -30%; also: % is scaled to controls: 0 for no effect and ±100 for the full control effect
Target sequence (P21728 whole entry, looked up): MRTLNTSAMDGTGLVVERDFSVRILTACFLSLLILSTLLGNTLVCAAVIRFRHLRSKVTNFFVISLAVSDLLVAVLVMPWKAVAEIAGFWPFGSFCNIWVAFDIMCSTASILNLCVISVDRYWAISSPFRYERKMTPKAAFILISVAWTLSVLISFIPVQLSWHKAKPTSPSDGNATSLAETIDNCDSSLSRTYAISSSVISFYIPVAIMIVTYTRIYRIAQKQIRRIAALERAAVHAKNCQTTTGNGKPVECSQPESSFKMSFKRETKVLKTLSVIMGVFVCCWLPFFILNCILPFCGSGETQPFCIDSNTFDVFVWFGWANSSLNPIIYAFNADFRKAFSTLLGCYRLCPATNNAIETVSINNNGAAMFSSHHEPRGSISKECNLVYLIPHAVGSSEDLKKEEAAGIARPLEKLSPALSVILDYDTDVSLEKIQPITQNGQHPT
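Kinetic fluorescence of a calcium dye serves as the read-out. D1-expressing Hek293 Trex cells, induced overnight at 30 C, are exposed to compound for 180 s before an EC80 dopamine addition, then read 180 s further.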
RXFP1 ag – qHTS Assay for Agonists of the Relaxin Receptor RXFP1; HEK293T-RXFP1 cAMP TR-FRET, 30 min; response scale: percent of porcine relaxin response, buffer zero; Potency, µM (doses to about 57.5 µM), for inactives: top-dose activation, most hits filed as activators; 370,000 tested, 0.3% active; active = well fitted activation curve with a large enough effect; also: potency is read from the fitted curve at half-maximal effect; % is scaled to controls: 0 for no effect and ±100 for the full control effect; nearly all actives have a fitted effect of over 60% in size; many of its hits are not listed in these tables
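HEK293T cells stably expressing RXFP1 were pretreated with the PDE4 inhibitor Ro 20174, exposed to compounds for 30 min at 37C, lysed, and cAMP was read by TR-FRET. Data normalized to buffer (basal) and 29 nM porcine relaxin (100%).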
D2 antag – HTS Assay for Allosteric Antagonists of the Human D2 Dopamine Receptor: Primary Screen for Antagonists; D(2) dopamine receptor (Homo sapiens), P14416; HEK293 TREx D2 cells, calcium flux, dopamine EC80; inhibition, % at 10 µM; 340,000 tested, 2% active; in the data active = inhibition above about 30%; also: 0% is about no effect
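Calcium mobilization kinetics were recorded at 1 s intervals in tetracycline-induced HEK293 T-REx D2 cells, first for 180 s after compound addition and then 180 s after EC80 dopamine.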
D1 agonist – Allosteric Agonists of the Human D1 Dopamine Receptor: qHTS; HEK293 T-REx D1 cells, calcium flux, agonist mode; activation, % at 2 µM; 360,000 tested, 1% active; in the data active = activation above about 30%; also: 0% is about no effect
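Tetracycline-induced HEK293 TREx D1 cells, force-coupled to calcium signalling, were dye-loaded with a no-wash calcium kit. Compound was pin-added after a 10 s baseline. Fluorescence was read kinetically at 1 cycle/s for 180 s, with calcium rises flagged as agonism.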
RXFP1 antag – qHTS Assay for Antagonists of the Relaxin Receptor RXFP1; 350,000 tested, 0.59% active; HEK293-RXFP1, relaxin-stimulated cAMP HTRF, 30 min; active compounds read low; activity change, negative = inhibition, % at 57.5 µM;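 active = activity change of -60% or lower, but not beyond a set lower limit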; also: % is scaled to controls: 0 for no effect and ±100 for the full control effect
D1 PAM – Potentiators of Human D1 Dopamine Receptor: qHTS; D(1A) dopamine receptor (Homo sapiens), P21728; HEK293 TREx D1 cells, calcium flux, dopamine EC20 potentiation; potentiation, % at 10 µM; 360,000 tested, 0.036% active; AID 504651, 2011; in the data active = potentiation above about 30%; also: 0% is about no effect
TRHR PAM – qHTS for Small Molecule Agonists and Allosteric Enhancers of Human TRH Receptor: Primary Screen for Enhancers. TRHR cells, fluo-8 calcium fluorescence, EC20 TRH enhancement. enhancement, % at 2 µM. 360,000 tested, 0.66% active. AID 493056, 2011; in the data active = enhancement above about 30%; also: 0% is about no effect
Target sequence (P34981 whole entry, looked up): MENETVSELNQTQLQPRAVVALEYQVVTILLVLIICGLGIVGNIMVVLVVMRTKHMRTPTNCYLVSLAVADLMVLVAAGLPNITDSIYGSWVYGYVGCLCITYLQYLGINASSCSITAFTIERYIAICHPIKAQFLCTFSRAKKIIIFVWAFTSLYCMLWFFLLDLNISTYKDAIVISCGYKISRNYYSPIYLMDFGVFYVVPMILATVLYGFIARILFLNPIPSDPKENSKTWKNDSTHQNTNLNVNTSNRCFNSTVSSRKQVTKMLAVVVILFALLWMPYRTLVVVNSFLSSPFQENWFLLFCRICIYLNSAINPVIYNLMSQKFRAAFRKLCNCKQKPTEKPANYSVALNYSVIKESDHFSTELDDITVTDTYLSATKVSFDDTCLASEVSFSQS
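Enhancer read-out: after compound pinning and an initial kinetic agonist-mode read, an EC20 of TRH (10 nM final) was injected and fluo-8 calcium signal (Ex 480/Em 530) followed at 1 s/cycle for 100 cycles in TRHR-expressing cells.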
Starred values were filed as active, the others as inactive; . = not tested or not shown. Not all compounds are listed, so the mix of outcomes need not match the whole.

(1) CCO[C@H]1OC(C(=O)NCc2ccccc2)=C[C@@H](c2ccc(C(F)(F)F)cc2)[C@@H]1CCCO
(2) O=[N+]([O-])c1cc(Cl)ccc1-c1nc(-c2ccccc2)no1
(3) O=C(Nc1ccc(C(=O)N2CCOCC2)cc1)c1cnn2c(C(F)F)cc(-c3ccccc3)nc12
(4) CC(NC(=O)COC(=O)CNC(=O)c1ccccc1Cl)C1CC2CCC1C2 (configuration not stated)
(5) COc1ccc(-n2c3nc4ccccc4nc3c3c(=N)oc(C)nc32)cc1
(6) CCOC(=O)/C(C#N)=C1\SS/C(=C(/C#N)C(=O)OCC)S1
(7) COc1ccc(-c2nn(-c3ccc(F)cc3)c3c2cnc2ccc(F)cc23)cc1OC
(8) CCOC(=O)N1CCN(C(=O)c2nc3ccccc3s2)CC1
(9) COc1cccc(C(=O)CN2CCN(S(=O)(=O)c3cccc([N+](=O)[O-])c3)CC2)c1
(10) Cc1ccc(S(=O)(=O)CCC(=O)OCC(=O)NCCc2ccccc2)cc1
Compound	1	2	3	4	5	6	7	8	9	10
D2 agonist	.	0.7	0.1	-0.1	-0.2	-0.8	-1.4	-2.8	-1.9	0.3
D2 PAM	.	11	9	-1	5	9	-1	8	-4	6
D1 antagonist	2	13	-5	13	-8	-6	-1	-34*	-17	3
RXFP1 ag	-1.4%	0.9%	0.4%	0.9%	22%	1.7%	0.5%	-1.2%	-0.7%	-0.8%
D2 antag	.	-15	-22	3	1	19	.	-4	-2	-19
D1 agonist	1	5	4	0	5	3	0	4	3	0
RXFP1 antag	.	-4	-8	0	-1	.	.	-4	7	-10
D1 PAM	-2	0	0	-7	-6	-5	6	4	-3	1
TRHR PAM	2	4	6	-11	13	-2	2	-1	-6	-6

(11) Cc1cccc(OCC(=O)N(C)CC(=O)Nc2cccc(F)c2)c1C
(12) COCC(C)(C)COS(N)(=O)=O
(13) CCN(c1ccccc1)S(=O)(=O)c1ccc(OC)c(NC(=O)CN(C)C)c1
(14) Cc1ccc(/C=C/C(=O)OCC(=O)Nc2cccc(S(=O)(=O)N(C)C)c2)o1
(15) CN1C(=O)C(Cc2cnc[nH]2)NC1=S (configuration not stated)
(16) COc1ccc(CN(CC2CCC(C(=O)O)CC2)C(=S)Nc2cc(C)ccc2C)cc1 (configuration not stated)
(17) CCc1cccc(C)c1NC(=S)N(CCN(C)C)C(C)c1ccco1 (configuration not stated)
(18) CCOc1ccc(NC(=O)CC2C(=O)N(c3ccc(F)cc3)C(=O)N2Cc2ccc(OC)c(OC)c2)cc1 (configuration not stated)
(19) Cc1cc2cc(CNC(=O)c3ccc4c(c3)OCO4)ccc2n1C
(20) O=C1/C(=C/c2cccs2)Cc2ccccc21
Compound	11	12	13	14	15	16	17	18	19	20
D2 agonist	-0.3	0.7	-2.4	0.9	.	-1.0	.	0.0	3.5	-1.4
D2 PAM	-12	6	0	-2	.	17	.	16	.	-5
D1 antagonist	7	-5	15	-20	8	-1	2	-16	-11	13
RXFP1 ag	-0.5%	-1.0%	2.2%	-0.4%	1.5%	-0.3%	2.2%	-0.9%	9.4%	-1.5%
D2 antag	-20	-14	2	-10	.	-2	.	.	2	10
D1 agonist	0	0	1	8	3	5	1	-1	4	2
RXFP1 antag	1	.	1	-4	11	2	7	.	-10	-2
D1 PAM	-7	2	-1	-4	-1	-4	-6	-3	-8	4
TRHR PAM	4	-1	0	-2	-4	-10	8	1	6	-7

Rewritten with bars between the fields: 2 of the compounds above.
item | SMILES | D2 agonist | D2 PAM | D1 antagonist | RXFP1 ag | D2 antag | D1 agonist | RXFP1 antag | D1 PAM | TRHR PAM
14 | Cc1ccc(/C=C/C(=O)OCC(=O)Nc2cccc(S(=O)(=O)N(C)C)c2)o1 | 0.9 | -2 | -20 | -0.4% | -10 | 8 | -4 | -4 | -2
15 | CN1C(=O)C(Cc2cnc[nH]2)NC1=S (configuration not stated) | . | . | 8 | 1.5% | . | 3 | 11 | -1 | -4

(listing goes on)
(21) COCCOn1c(SCCOC)nc2ccccc2c1=O
(22) COCC(C)NC(=O)C1CCN(S(=O)(=O)c2ccc3ccccc3c2)CC1 (configuration not stated)
(23) CCc1ccc(OCCNc2cc(N3CCNC(C)C3)ccc2[N+](=O)[O-])cc1 (configuration not stated)
(24) CCc1c(C(=O)NC2CCCc3ccccc32)[nH]c(C)c1C(C)=O (configuration not stated)
(25) CCN(CCCNC(=O)C1CCN(S(=O)(=O)N2CCOCC2)CC1)c1cccc(C)c1
(26) CC(=O)Nc1cccc(/C(C)=N\NC(=O)c2ccc(Cn3nc([N+](=O)[O-])c(Cl)c3C)o2)c1
(27) Cn1cc(P(=S)(N2CCOCC2)N2CCOCC2)cc1P(=O)(N1CCOCC1)N1CCOCC1
(28) O=C(CCN1C(=O)c2ccccc2C1=O)Nc1cccc(O)c1
(29) CN(C)S(=O)(=O)c1ccc(N2CCCC2)c(C(=O)NCC2COc3ccccc3O2)c1 (configuration not stated)
(30) O=C(NC12CC3CC(CC(C3)C1)C2)c1ccc(-c2cccc(Cl)c2)o1
Compound	21	22	23	24	25	26	27	28	29	30
D2 agonist	0.6	-0.5	2.0	0.3	0.3	-1.8	0.0	-0.5	0.2	-0.3
D2 PAM	-2	5	-3	3	-6	5	19	-2	-5	-8
D1 antagonist	0	6	-13	-10	1	-6	-5	3	8	13
RXFP1 ag	0.8%	-2.4%	1.0%	0.3%	-0.2%	-0.1%	-2.1%	5.5%	-0.3%	0.1%
D2 antag	-3	-5	5	-9	-3	30	-23	-26	29	1
D1 agonist	6	0	23	17	3	-2	1	2	2	7
RXFP1 antag	-4	-7	-2	-3	1	-7	-1	-2	-9	-25
D1 PAM	2	-4	-17	-3	-3	5	-1	4	-4	10
TRHR PAM	-1	4	-1	-13	-6	-1	-3	-3	-6	4

(31) COc1ccc(Cl)cc1NC(=O)c1nnn(CC(=O)Nc2ccc(OC)c(OC)c2)c1N
(32) COc1cccc(C2c3[nH]c4ccccc4c3CCN2Cc2ncc[nH]2)c1 (configuration not stated)
(33) O=C1/C(=C/c2ccco2)CCc2ccccc21
(34) COc1ccc(Nc2nc(C(F)(F)F)nc(C)c2C#N)cc1
(35) Cc1cc(NC(=O)COC(=O)C2CC(=O)N(c3cccc(C)c3C)C2)no1 (configuration not stated)
(36) Cc1cc(C)c(C#N)c(SCc2cn3ccccc3n2)n1
(37) COc1ccc(OC)c(Nc2ncnc3c2cnn3-c2cccc(Cl)c2)c1
(38) COc1ccc(-n2nnnc2-c2cccc(OC)c2)cc1
(39) O=C(CCc1ccccc1Cl)Nc1cccc(S(=O)(=O)N2CCCC2)c1
(40) O=C(CC1(O)C(=O)N(CN2CCOCC2)c2ccccc21)c1ccccc1 (configuration not stated)
Compound	31	32	33	34	35	36	37	38	39	40
D2 agonist	.	1.2	-0.8	-0.9	2.9	-0.3	0.2	0.4	-0.3	-0.1
D2 PAM	-4	-4	-5	4	.	4	6	-2	-2	-7
D1 antagonist	11	9	12	3	15	-16	11	-7	-32*	4
RXFP1 ag	-0.3%	2.4%	1.4%	0.6%	-0.7%	2.1%	1.9%	2.2%	0.0%	2.6%
D2 antag	.	7	10	-6	-18	-9	.	36*	17	30*
D1 agonist	5	4	1	5	1	0	-2	4	7	5
RXFP1 antag	-20	18	.	.	13	4	-14	-3	-17	-1
D1 PAM	1	-2	-4	-8	-8	-6	0	-3	5	-1
TRHR PAM	-1	0	-5	-11	3	7	17	-3	15	-1

(41) Cc1ccc(CNC(=O)Cc2ccc(-n3c(=O)[nH]c4ccsc4c3=O)cc2)cc1
(42) COc1cccc(Cn2c(=O)oc3ccccc32)c1
(43) CC(C)CN(C(=O)CSc1nn(-c2ccc(Cl)cc2)c(=S)s1)C1CCS(=O)(=O)C1 (configuration not stated)
(44) Nc1ccn(-c2ccccc2)c(=O)c1
(45) COc1ccc(C(=O)CSc2cc(C)nc(SCC(=O)c3ccc(C)cc3)n2)cc1
(46) Cc1nsc(N)c1C(=O)O
(47) COC(=O)c1cc(NC(=S)N2CCN(C(=O)C3CCCO3)CC2)cc(C(=O)OC)c1 (configuration not stated)
(48) CCOc1ccc(NC(=O)CNC(=O)c2ccc([N+](=O)[O-])cc2)cc1
(49) Cc1nn(C(C)C(=O)O)c(C)c1[N+](=O)[O-] (configuration not stated)
(50) CC1=NOC(=O)/C1=C\c1ccccc1
(51) CCOc1ccc(NC(=O)N(c2ccccc2)c2ccccc2)cc1
Compound	41	42	43	44	45	46	47	48	49	50	51
D2 agonist	0.9	-0.3	-1.7	0.2	-0.4	-0.3	0.3	0.9	0.4	.	0.5
D2 PAM	2	6	6	-4	3	10	21	1	4	18	7
D1 antagonist	6	7	9	7	-3	8	7	-1	-8	4	4
RXFP1 ag	1.9%	0.9%	-0.6%	3.9%	-0.7%	-2.4%	-1.4%	0.1%	0.4%	-0.7%	0.4%
D2 antag	-12	-10	-14	-6	-11	3	-8	7	21	.	-2
D1 agonist	1	0	12	3	12	1	1	-1	2	1	0
RXFP1 antag	-4	4	-2	-2	1	2	5	-16	-11	-7	-7
D1 PAM	-1	0	1	-3	-1	-2	4	0	0	-9	-3
TRHR PAM	-4	0	-2	-4	-1	0	10	-1	0	0	4

In the list so far, these contain a cyano group:
(6) CCOC(=O)/C(C#N)=C1\SS/C(=C(/C#N)C(=O)OCC)S1
(34) COc1ccc(Nc2nc(C(F)(F)F)nc(C)c2C#N)cc1
(36) Cc1cc(C)c(C#N)c(SCc2cn3ccccc3n2)n1
Compound	6	34	36
D2 agonist	-0.8	-0.9	-0.3
D2 PAM	9	4	4
D1 antagonist	-6	3	-16
RXFP1 ag	1.7%	0.6%	2.1%
D2 antag	19	-6	-9
D1 agonist	3	5	0
RXFP1 antag	.	.	4
D1 PAM	-5	-8	-6
TRHR PAM	-2	-11	7
